Screening data deposited in PubChem by National Center for Advancing Translational Sciences (NCATS).
Pf growth 96h – P. falciparum growth inhibition at 96 hour, primary screen for plastid delayed-death inhibitors; AID 504834; actives 6.9% (n = 320,000); P. falciparum luciferase reporter growth, 96 h; Potency, µM (titrated, usually from 28.7 µM), for the others: at the top dose activity change, negative = inhibition, usual class: inhibitors; also: potency is read from the fitted curve at half-maximal effect; % is scaled to controls: 0 for no effect and ±100 for the full control effect
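Cell-based qHTS: luciferase-tagged P. falciparum in erythrocytes (2% hematocrit, 0.05% parasitemia final) incubated with compounds for 96 hours, 37 C, 5% CO2; luciferase detection reagent then added and luminescence measured.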
TbPYK inhibitor – inhibitors of Trypanosoma brucei pyruvate kinase; Q57TT1; TbPYK enzyme, Kinase-Glo Plus ATP luminescence, 45 min; Potency, µM (series often up to 76.8 µM), for the others: at the highest dose activity, negative = inhibition, usual class: inhibitors; actives 0.12% (n = 410,000); AID 624173; also: potency is read from the fitted curve at half-maximal effect; % is scaled to controls: 0 for no effect and ±100 for the full control effect; nearly all actives have a fitted effect of over 50% in size
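Enzyme and substrate buffer are dispensed first and compound is pin-transferred. ADP at 130 uM final then starts the reaction, which runs 45 min at room temperature. Detection reagent is added for 10 min before luminescence is imaged.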
LmPK inhibitor – inhibitors of Leishmania mexicana pyruvate kinase; Q27686; purified LmPK, Kinase-Glo ATP luminescence, 1 h; Potency, µM (doses to about 57.5 µM), for the others: top-dose activity change, negative = inhibition, actives largely listed as inhibitors; AID 1721; actives 0.37% (n = 290,000); also: potency is read from the fitted curve at half-maximal effect; % is scaled to controls: 0 for no effect and ±100 for the full control effect
Target sequence (Q27686 whole entry, looked up): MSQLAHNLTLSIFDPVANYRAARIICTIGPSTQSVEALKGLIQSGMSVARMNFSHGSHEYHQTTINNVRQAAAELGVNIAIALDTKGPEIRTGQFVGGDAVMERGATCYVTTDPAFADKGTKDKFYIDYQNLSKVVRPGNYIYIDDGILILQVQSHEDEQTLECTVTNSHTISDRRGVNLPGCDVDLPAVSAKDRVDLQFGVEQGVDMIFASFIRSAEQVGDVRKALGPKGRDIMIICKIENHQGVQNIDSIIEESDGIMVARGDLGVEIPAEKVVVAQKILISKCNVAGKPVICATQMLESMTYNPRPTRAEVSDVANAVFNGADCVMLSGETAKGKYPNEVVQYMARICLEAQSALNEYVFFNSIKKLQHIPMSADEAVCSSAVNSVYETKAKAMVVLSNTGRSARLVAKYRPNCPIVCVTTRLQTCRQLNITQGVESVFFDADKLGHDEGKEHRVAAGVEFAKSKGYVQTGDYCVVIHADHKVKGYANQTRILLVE
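0.1 nM LmPK, 0.5 mM PEP, 0.1 mM ADP; 50 mM imidazole pH 7.2, 7 mM MgCl2, 50 mM KCl; 1 h RT. Kinase-Glo luminescence readout, normalized to no-enzyme (full inhibition) and uninhibited wells.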
Pf growth 48h – inhibits P. falciparum growth in the first generation, 48 h; P. falciparum luciferase growth in erythrocytes, 48 h; Potency, µM (titrated, usually from 28.7 µM), for the others: top-dose activity change, negative = inhibition, actives largely listed as inhibitors; actives 5.9% (n = 310,000); AID 504832; also: potency is read from the fitted curve at half-maximal effect; % is scaled to controls: 0 for no effect and ±100 for the full control effect
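Luminescence readout; reporter = integrated firefly luciferase in P. falciparum. RBC culture at 2% hematocrit, 0.1% parasitemia final, 37 C/5% CO2; decreased signal taken as growth inhibition.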
Cycloheximide cs – counter-screen for Shiga toxin inhibitors: cycloheximide protein synthesis inhibition. cell reporter, cycloheximide protein synthesis inhibition counterscreen. max response, %. actives 12% (n = 300,000); in the data active = max response mostly above about 13%, no sharp cut-off; inactive = mostly below about 14%; also: read at 38.3 µM for the half of the compounds with a filed dose; 0% is about no effect
AMA1 RON2 block – disrupts binding of P. falciparum AMA1 to RON2 | AlphaScreen AMA1-biotinylated RON2 peptide binding | Potency, µM (highest dose often 58.2 µM), without a hit: at the top dose activity change, negative = inhibition, hits mostly inhibitors | actives 0.2% (n = 360,000) | AID 720542;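 also: potency is read from the fitted curve at half-maximal effect; 0% = vehicle wells and -100% = peptide control; nearly all actives have a fitted effect of over 45% in size; some results filed as inactive show a strong effect at the top dose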
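AMA1 (3D7) with his tag at 25 nM final met compounds first, then biotinylated RON2 peptide at 25 nM; detection used donor plus acceptor beads, 10 µg/mL apiece, read by AlphaScreen after 30 min at room temperature.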
Shiga inhibitor – Shiga toxin inhibition. Vero cells, Shiga toxin protein synthesis inhibition reporter. inhibition, % at 38.7 µM. actives 9.2% (n = 290,000). AID 2315; in the data active = inhibition mostly above about 28%, no sharp cut-off; inactive = mostly below about 43%; also: 0% is about no effect
Starred values were filed as active, the others as inactive; i = inactive; ? = inconclusive; / = no result given; + = active, no number; [ ] = dose if it differs, or a comment. Unless noted, calls follow the shape of the dose curve; as a rule, active = well fitted curve in the direction sought with a large enough effect; inconclusive = small, poorly fitted or top-dose-only effect, or another doubt; inactive = no such curve, though single readings can be large; an effect the other way counts as inactive or inconclusive.

SMILES	Pf growth 96h	TbPYK inhibitor	LmPK inhibitor	Pf growth 48h	Cycloheximide cs	AMA1 RON2 block	Shiga inhibitor
O=C(c1ccc(Cl)cc1)N1N=C(c2ccccn2)CC1(O)C(F)(F)F (centres undefined)	6.57µM*	-5.0%	1.7%	4.65µM*	-0.6	97.8%[activator]	13.1
CCN(CC)C(=O)Oc1ccnc2cc(Cl)ccc12	2.2%	-1.9%	-0.9%	-11.5%	-1.5	-5.7%	-20.2
O=C(NC(Cc1c[nH]c2ccccc12)C(=O)N/N=C/c1cccnc1)c1cccs1 (centres undefined)	0.0%	1.5%	2.9%	-27.1%	8.6	-9.7%	-6.8
CN1CCN(C(=O)c2ccccc2NC(=O)Cc2ccccc2)CC1	?	2.1%	-10.9%	?	-2.4	-2.2%	20.0
COc1cccc(N2CCN(C(=O)c3ccc(CS(=O)c4ccccc4Cl)o3)CC2)c1 (centres undefined)	-17.4%	9.5%	-9.0%	?	-11.9	0.0%	-5.2
C=CCc1cccc(/C=N/NC(=O)COc2ccc(-n3cnnn3)cc2)c1O	-7.8%	5.1%	-5.5%	-22.0%	7.6	71.0%[activator]	19.1
COc1ccc2cc(S(=O)(=O)N3CCCC(C)C3)ccc2c1 (centres undefined)	-2.3%	-18.3%	-0.9%	-17.0%	-7.5	-18.5%	-3.6
CN(C)C(C)(C)C#CCCCCC#CC(C)(C)N(C)C	?	-13.0%	-6.6%	?	-2.9	-1.9%	-0.3
CC(C(=O)NCc1ccco1)n1cc([N+](=O)[O-])cn1 (centres undefined)	23.7%	2.8%	1.1%	12.8%	0.6	4.4%	15.5
O=C(/C=C/c1ccccc1Cl)NCc1cccs1	-38.8%	-5.3%	-0.4%	41.8%[activator]	48.3*	5.9%	89.3*
CCc1ccc(NC(=O)C(=O)NCCN2CCN(Cc3ccc([N+](=O)[O-])cc3)CC2)cc1	45.2%[activator]	-7.5%	-1.5%	25.6%	11.3*	0.0%	-4.1
O=C(O)C1(NS(=O)(=O)c2ccc(F)c(Cl)c2)CCCCC1	/	8.8%	0.2%	-3.0%	-2.0	-4.0%	-4.6
Cc1ccc(N/N=C/c2c(O)cc(C)oc2=O)cc1	2.8%	-3.1%	-9.1%	4.9%	-2.4	-5.3%	18.9
COc1ccc2cc3cc(C(=O)NC4CC4)sc3nc2c1	-18.9%	-4.3%	1.8%	21.0%	47.6*	-14.1%	57.4*
CCc1ccc(CN2CCCC(C(=O)Nc3ccc(-c4cscn4)cc3)C2)o1 (centres undefined)	45.9%[activator]	9.9%	8.7%	?	8.9	-5.3%	-2.7
COc1ccc(-c2cc(-c3ccccc3)c(C#N)c(S(C)=O)n2)cc1 (centres undefined)	9.5%	1.1%	3.7%	/	-2.2	-3.4%	-14.9
CC1CCCCN1C(=O)CCn1c(=O)oc2ccccc21 (centres undefined)	0.3%	-7.4%	-0.3%	59.4%[activator]	-0.3	4.3%	1.7
CCOC(=O)c1c(-c2ccccc2)csc1NC(=O)CCN1CCOCC1	-19.4%	-3.0%	0.6%	-4.7%	-1.2	?	-5.4
CCOC(=O)C1CCCN(C(=O)Cn2cnc3c2c(=O)n(C)c(=O)n3C)C1 (centres undefined)	/	9.0%	-0.9%	22.7%	-3.3	0.2%	-4.9
CCc1cc2c(NCCC(=O)O)nc(C)nc2s1	-7.3%	2.3%	-0.6%	-16.9%	-1.6	-7.0%	-7.8

4 records picked at random from those above, as already listed:
SMILES	Pf growth 96h	TbPYK inhibitor	LmPK inhibitor	Pf growth 48h	Cycloheximide cs	AMA1 RON2 block	Shiga inhibitor
COc1ccc2cc(S(=O)(=O)N3CCCC(C)C3)ccc2c1 (centres undefined)	-2.3%	-18.3%	-0.9%	-17.0%	-7.5	-18.5%	-3.6
CCc1ccc(NC(=O)C(=O)NCCN2CCN(Cc3ccc([N+](=O)[O-])cc3)CC2)cc1	45.2%[activator]	-7.5%	-1.5%	25.6%	11.3*	0.0%	-4.1
O=C(NC(Cc1c[nH]c2ccccc12)C(=O)N/N=C/c1cccnc1)c1cccs1 (centres undefined)	0.0%	1.5%	2.9%	-27.1%	8.6	-9.7%	-6.8
COc1ccc2cc3cc(C(=O)NC4CC4)sc3nc2c1	-18.9%	-4.3%	1.8%	21.0%	47.6*	-14.1%	57.4*

Further results
SMILES	Pf growth 96h	TbPYK inhibitor	LmPK inhibitor	Pf growth 48h	Cycloheximide cs	AMA1 RON2 block	Shiga inhibitor
Cc1cc(/C=N/NS(=O)(=O)c2ccc(F)c(Cl)c2)no1	63.5%[activator]	-6.7%	5.6%	38.5%[activator]	1.7	-14.8%	12.3
COCCCC1CCN(C(=O)C2CCC(=O)N(CCc3cccc(F)c3)C2)CC1 (centres undefined)	-7.0%	-0.1%	-4.1%	-15.2%	-2.6	17.1%	-1.1
Cc1ccc(C(=O)N2CCN3C(=O)c4ccccc4C23c2ccccc2)cc1 (centres undefined)	?	-3.8%	2.9%	?	-5.2	-6.8%	-8.6
CC(=O)Nc1ccc2nc(SCC(=O)NCCOc3ccccc3)sc2c1	55.4%[activator]	-12.7%	-4.3%	10.1%	5.8	0.0%	2.8
NS(=O)(=O)c1cccc(NC(=O)COC(=O)C2CCN(S(=O)(=O)c3cccs3)CC2)c1	18.6%	-1.7%	-1.1%	-11.5%	-0.4	0.2%	2.3
CC(=O)NC(Cc1ccccc1F)C(=O)NC1CCN(S(=O)(=O)c2ccccc2)CC1 (centres undefined)	44.2%[activator]	-1.7%	4.8%	6.1%	-4.5	1.2%	14.6
COc1ccc(-c2c(C)c3ccc(O)cc3oc2=O)cc1	54.9%[activator]	-3.7%	-8.8%	48.2%[activator]	53.4*	-5.5%	50.0*
C=CCn1c(SCC(=O)N2CCN(c3ccc(F)cc3)CC2)nnc1-c1ccco1	?	-2.5%	-0.5%	26.8%	-3.5	25.0%	-16.7
CCNS(=O)(=O)c1ccc(NC(=O)Nc2ccccc2OC)cc1	10.1%	3.6%	4.1%	25.6%	9.5*	6.7%	4.1
O=C(NCCc1ccc(F)cc1)c1ccc(Cl)c(S(=O)(=O)N2CCOCC2)c1	11.7µM*	-4.1%	/	9.28µM*	/	-8.0%	/
CC1(c2nnc(Cc3ccccc3)o2)CC(c2cccc(Cl)c2)=NO1 (centres undefined)	79.5%[activator]	2.4%	0.6%	51.2%[activator]	-3.4	32.7%[activator]	2.9
COc1cc(CC(=O)OCC(=O)Nc2ccccc2C#N)cc(OC)c1OC	-24.1%	-3.8%	/	-7.5%	/	4.1%	/
COc1cccc(CNC(=O)c2ccc(C3SCCS3)cc2)c1	?	4.0%	-0.5%	13.0%	26.4*	-7.3%	31.8
O=S1(=O)CCN(Cc2cccc(C(F)(F)F)c2)CC1	25.4%	-24.0%	0.4%	14.6%	1.8	11.7%	18.5
CCCCCCSc1ccc([C@@H]2[C@H]3C(=O)N(C)C(=O)[C@H]3[C@]3(C(=O)OC)CCCCN23)cc1	11.7µM*	9.5%	/	13.1µM*	/	-10.6%	/
O=C(Nc1ccc(Nc2ccccc2)cc1)c1ccccc1F	i	-4.6%	6.4%	56.7%[activator]	33.2*	-7.3%	73.8*
O=C(NCc1ccco1)c1cc(-c2ccccc2)c(N2CCOCC2)s1	?	-6.1%	6.9%	/	-4.8	-3.3%	-18.5
COC(=O)c1onc(-c2c(Cl)cccc2Cl)c1C(=O)OC	31.9%[activator]	1.5%	12.2%	?	-0.7	-8.7%	-2.7
COC(=O)COc1c(/C=C\c2nc(O)c([N+](=O)[O-])c(=O)[nH]2)cccc1OC	?	0.2%	-3.1%	?	-2.1	9.3%	-11.6
COc1ccc(-c2nc(C3CCCCC3)c3cc(OC)ccc3n2)cc1	151.7%[activator]	-0.4%	/	35.7%[activator]	/	3.1%	/

By substructure, the compounds so far containing a COOH group
SMILES	Pf growth 96h	TbPYK inhibitor	LmPK inhibitor	Pf growth 48h	Cycloheximide cs	AMA1 RON2 block	Shiga inhibitor
O=C(O)C1(NS(=O)(=O)c2ccc(F)c(Cl)c2)CCCCC1	/	8.8%	0.2%	-3.0%	-2.0	-4.0%	-4.6
CCc1cc2c(NCCC(=O)O)nc(C)nc2s1	-7.3%	2.3%	-0.6%	-16.9%	-1.6	-7.0%	-7.8

Going on with the list.
SMILES	Pf growth 96h	TbPYK inhibitor	LmPK inhibitor	Pf growth 48h	Cycloheximide cs	AMA1 RON2 block	Shiga inhibitor
CCN(CC)CCNC(=O)c1ccc(-n2c(C)cc3c2CCCC3=O)cc1	?	1.5%	2.8%	-13.4%	-1.6	-1.0%	-8.5
COC(=O)c1ccc(CSc2ncnc3c2oc2ccccc23)o1	-4.3%	-4.8%	2.1%	-5.7%	-5.4	-0.9%	61.1
CC(C)CN1C(=O)c2ccc(NC(=O)Cc3ccccc3)cc2C1=O	41.2%[activator]	7.3%	6.0%	-18.7%	6.1	9.6%	3.6
CC(Sc1nnnn1C)C(=O)Nc1nc(-c2ccc(F)c(F)c2)cs1 (centres undefined)	?	-0.9%	/	?	/	-3.4%	/
CCOC(=O)C1C(=O)CC(C)(O)C(C(=O)OCC)C1c1ccc(NC(C)=O)cc1 (centres undefined)	?	5.5%	10.5%	6.4%	-6.2	-11.2%	11.6
CN1C(=O)NC(c2ccccc2)C2=C1CN(Cc1ccco1)C2=O (centres undefined)	7.9%	-3.1%	4.2%	4.1%	-1.9	-0.8%	5.9
Cc1[nH]c2ccccc2c1/C=N/NC(=O)c1cccc(F)c1	?	1.9%	0.5%	20.3%	25.6*	57.9%[activator]	62.0*
Cn1c(=O)oc2cc(S(=O)(=O)N3CCCCC3)ccc21	32.3%[activator]	-4.4%	0.8%	-10.2%	-6.3	3.7%	2.7
COc1ccc(NC(=O)N2CCCC(c3nc(-c4ccc(F)cc4)no3)C2)cc1 (centres undefined)	-2.0%	-3.3%	3.2%	0.0%	27.8*	0.0%	96.0*
O=C(Cc1cccs1)N(Cc1cccs1)C1(C(=O)NC2CCCCC2)CCCCC1	/	-2.4%	9.9%	?	-3.4	14.5%	-15.3
Cc1cccc(NC(=S)c2nc3ccccc3s2)c1	85.3%[activator]	-11.7%	-22.0%	217.3%[activator]	27.8*	?	86.4*
O=[N+]([O-])c1cccc(/C=N/Nc2ccccn2)c1	?	-8.2%	-2.3%	144.6%[activator]	15.9	8.1%	65.2*
COC(=O)CCC(=O)c1oc2ccc(Br)cc2c1N	3.9%	2.6%	3.3%	i	41.5*	7.6%	+
COc1cc([N+](=O)[O-])ccc1NC(=O)/C=C\C(=O)O	-1.7%	-0.8%	1.7%	-9.8%	2.9	3.9%	-14.5
O=S(=O)(NCCCc1ccccc1)c1ccccc1	6.3%	-9.9%	1.7%	/	-3.7	11.5%	-3.0
COc1ccc(C(NC(=O)c2ccc(F)cc2)c2ccccc2)cc1 (centres undefined)	?	-15.8%	-0.9%	5.4%	-0.1	-1.6%	-3.0
COc1ccc(CNC(=O)COc2cccnc2[N+](=O)[O-])cc1	27.4%	-1.2%	-1.3%	/	-2.7	3.4%	-2.6
